Source: PubChem BioAssay
Measles CPE – compounds protecting cells from measles virus cytopathic effect, primary screen, measles RdRp inhibitor project, single point, MLSMR library, absorbance; hit rate 1.5% among 140,000; protection (pct of control), % at 4 µM; Measles virus-infected cells, CPE protection; AID 841, 2007; in the data active = protection mostly above about 24%, no sharp cut-off; inactive = mostly below about 26%; note: some compounds called inactive have numbers as strong as hits
HCT116 bCat-KO – primary screen for growth suppressors in beta-catenin knockout HCT116 cells (colon tumor, human) | HCT116 beta-catenin knockout viability, CellTiter-Glo, 60 h; hits give low values | viability, % at 10 µM | hit rate 1.5% among 140,000;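 active = viability at or under a set limit, the compound median less 4 SD, cut at about 6% in these data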;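 note: 0% = Hyamine 1622 control at 20 µM and 100% = untreated cell control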
NPY Y2 blocker – NPY-Y2 receptor antagonists, primary screen, cell-based; inhibition, % at 2.7 µM; Neuropeptide Y receptor type 2 (Homo sapiens), P49146; NPY-Y2 expressing cells, antagonist mode; hit rate 0.99% among 140,000; AID 793, 2007; in the data active = inhibition above about 17%;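 note: 0% = vehicle with agonist challenge and 100% = reference antagonist with challenge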
Target sequence (P49146 whole entry, looked up): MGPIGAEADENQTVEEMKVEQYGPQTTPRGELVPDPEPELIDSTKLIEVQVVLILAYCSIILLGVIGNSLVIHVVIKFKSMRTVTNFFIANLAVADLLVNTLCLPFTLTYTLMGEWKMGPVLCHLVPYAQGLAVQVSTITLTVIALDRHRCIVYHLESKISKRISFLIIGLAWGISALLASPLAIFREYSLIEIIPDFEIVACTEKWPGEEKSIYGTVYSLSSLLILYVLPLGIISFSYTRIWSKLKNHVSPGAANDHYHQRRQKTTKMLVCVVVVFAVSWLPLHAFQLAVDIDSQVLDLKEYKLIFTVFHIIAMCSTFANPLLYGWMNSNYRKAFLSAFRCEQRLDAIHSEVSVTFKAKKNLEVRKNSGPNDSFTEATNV
GALR2 blocker – GALR2 antagonists in receptor-expressing cells, primary screen; antagonist mode; inhibition, % at 4 µM; hit rate 0.39% among 140,000; AID 828, 2007; in the data active = inhibition above about 27%;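 note: cells stimulated with galanin 1-16 at roughly its EC80; 0% = agonist challenge control and 100% = basal control without agonist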
Target sequence (O43603 whole entry, looked up): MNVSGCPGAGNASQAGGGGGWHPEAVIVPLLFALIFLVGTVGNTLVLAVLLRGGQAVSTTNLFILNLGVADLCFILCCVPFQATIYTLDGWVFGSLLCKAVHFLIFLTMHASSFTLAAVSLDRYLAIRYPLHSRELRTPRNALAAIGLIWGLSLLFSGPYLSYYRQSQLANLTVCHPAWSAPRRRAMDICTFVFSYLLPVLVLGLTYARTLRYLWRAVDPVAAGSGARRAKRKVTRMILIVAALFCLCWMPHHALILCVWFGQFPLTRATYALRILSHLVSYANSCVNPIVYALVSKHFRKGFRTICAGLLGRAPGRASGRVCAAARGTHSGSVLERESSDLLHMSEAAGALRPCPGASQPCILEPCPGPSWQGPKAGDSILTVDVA
BB579 growth dn – growth inhibitors of yeast BB579 in restrictive medium, primary screen, yeast lifespan-shortening project, S. cerevisiae. OD615, 48 h. inhibition, % at 10 µM. hit rate 0.51% among 140,000. AID 804, 2007;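 active = inhibition above a set limit, 3 SD over the mean compound inhibition, cut at about 44% in these data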; note: inactives centre near -24
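System: Saccharomyces cerevisiae DeaD strain BB579, replicative lifespan model yeast. Buffer or medium: restrictive glucose-based CSMM-D medium. Doses: one dose, 10 µM compound with 0.25% DMSO. Timing: 4 h preincubation and 48 h exposure at 30 °C. Detection: turbidity as optical density at 615 nm. Benchmarks: amphotericin B 10 µg/mL, positive.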
Phagocytosis inh – inhibitors of macrophage phagocytosis, primary screen, imaging, J774A.1 cells, IgG beads; J774A.1 macrophage IgG-bead phagocytosis; inhibition, % at 5 µM; hit rate 0.07% among 110,000;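 active = inhibition above the mean of the plate negative controls plus 5 SD, cut at about 13% in these data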;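 note: phagocytic index as fraction of beads internalized from green versus red external bead signal; plate controls were DMSO negative control for no effect and cytochalasin-D positive control for full effect; some results beyond the cut were filed as inactive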
Yeast lifespan up – compounds extending yeast replicative lifespan, primary screen, S. cerevisiae, OD615. S. cerevisiae growth with nicotinamide; deaD strain in restrictive glucose medium. AID 775, 2007. inhibition of the nicotinamide effect, % at 10 µM. hit rate 0.68% among 130,000;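 active = inhibition above a set limit, placed 3 SD over the median of all compounds, cut at about 26% in these data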;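 note: 0% = nicotinamide-treated wells and 100% = cells grown without nicotinamide; some compounds called inactive have numbers as strong as hits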
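Test system: DeaD-strain S. cerevisiae / Buffer or medium: restrictive glucose medium / Also added: nicotinamide 1.5 mM / Doses: one concentration, 10 µM, DMSO 0.25% / Schedule: 48 h at 30 °C / Signal: OD615 measurement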
MRP-1 activ – H69AR viability gain despite doxorubicin, primary screen, MRP-1 activator project, H69AR cells, CellTiter-Glo. viability increase, % at 10 µM. viability rescue. hit rate 0.61% among 140,000;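 active = viability gain under doxorubicin at or above a set limit, the compound median plus 3 SD, cut at about 4.7% in these data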;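 note: MRP-1 overexpressing cells given doxorubicin 25 µM after compound pretreatment; 18-22 h compound pretreatment then 72 h with doxorubicin before readout; 0% = doxorubicin-only wells and 100% = vehicle-treated cells without doxorubicin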
E-sel TNF inh – E-selectin induction blockers in HUVEC – imaging, immunofluorescence, high content, primary screen; HUVEC TNFa-induced E-selectin immunofluorescence; inhibition, % at 2 µM; hit rate 0.71% among 120,000; AID 1246, 2008;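 active = inhibition above the batch mean plus 3 SD, and confirmed as a hit on visual image review, cut at about 43% in these data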;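 note: 0% = TNF-stimulated DMSO wells and 100% = unstimulated control wells; not every result past the cut was called active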
HCT116 PTEN-null – growth suppression of PTEN-null HCT116, primary screen, cell-based, CellTiter-Glo. hit rate 1.2% among 140,000. AID 827, 2007. HCT116 PTEN-null viability, 60 h; hits give low values. viability, % at 10 µM;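 active = viability at or below a set limit, 4 SD under the median of all tested compounds, cut at about 3.7% in these data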;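 note: PTEN knockout HCT116 line with beta catenin targeted HCT116 as companion control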
* = called active by the depositor; / = not tested or not shown.

SMILES	Measles CPE	HCT116 bCat-KO	NPY Y2 blocker	GALR2 blocker	BB579 growth dn	Phagocytosis inh	Yeast lifespan up	MRP-1 activ	E-sel TNF inh	HCT116 PTEN-null
O=C(Nc1ccccc1C(=O)N1CCOCC1)C1CC(=O)N(C2CCCC2)C1 (centres undefined)	27	90	0	-12	-25	2	-6	-0.7	-17	91
O=C(NNC(=O)c1cccnc1)Nc1cccc2ccccc12	23	93	3	12	17	/	-2	5.7*	-18	/
Cc1ccc(N(C)C(=O)N2CCN(S(=O)(=O)c3c(C)cc(C)cc3C)CC2)cc1	21	72	5	3	-38	0	5	0.4	-20	/
COC(=O)c1cn(CC(=O)N2CCCCC2C)c2ccccc12 (centres undefined)	11	81	5	7	-15	/	-15	-2.4	15	99
CCCOc1ccc(C(=O)Nc2ccc(N(C)C)cc2)cc1	8	67	1	0	-74	1	-9	0.1	21	82
N#Cc1ccsc1NC(=O)CSc1ncnc2ccccc12	23	36	6	5	-24	-1	-25	-5.3	4	47
Cc1nn(-c2ccccc2)c(Cl)c1/C=N/Nc1ccc(S(=O)(=O)Nc2ccccc2C(=O)O)cc1[N+](=O)[O-]	5	109	-2	-4	-45	/	-5	-0.9	-6	109
CCOC(=O)c1c(NC(=S)Nc2ccccc2)sc2c1CCN(CC)C2	7	79	3	10	0	0	-6	-2.1	-44	75
CCc1nnc(NC(=O)CSc2ncc(-c3ccccc3)n2C)s1	8	108	0	8	2	0	-3	-1.3	0	106
O=C(CSc1nnc(CNc2ccc(F)cc2)n1Cc1ccccc1)NCc1ccco1	12	88	1	2	-42	-1	-8	-1.1	/	97

Overlap with the part before: two compounds; new compounds follow.
SMILES	Measles CPE	HCT116 bCat-KO	NPY Y2 blocker	GALR2 blocker	BB579 growth dn	Phagocytosis inh	Yeast lifespan up	MRP-1 activ	E-sel TNF inh	HCT116 PTEN-null
CCc1nnc(NC(=O)CSc2ncc(-c3ccccc3)n2C)s1	8	108	0	8	2	0	-3	-1.3	0	106
O=C(CSc1nnc(CNc2ccc(F)cc2)n1Cc1ccccc1)NCc1ccco1	12	88	1	2	-42	-1	-8	-1.1	/	97
Brc1ccc(-c2nc(N/N=C/c3cccnc3)c3ccccc3n2)cc1	10	50	2	4	-57	0	-15	-1.2	-3	39
CC(OC(=O)c1ccc([N+](=O)[O-])s1)C(=O)Nc1ncc(Cl)cc1Cl (centres undefined)	11	82	1	-6	-9	-12	-1	-3.4	5	91
Clc1cccc(Cl)c1CO/N=C/c1c(-c2ccccc2)nc2n1CCS2	25	43	0	-11	-7	/	-9	3.1	10	35
O=C(Cn1c(CC(=O)N2CCCC2)nc2ccccc21)NCc1ccccc1	3	87	0	-7	-7	-1	-3	-0.2	12	93
Cc1ccc(C(=O)Nc2nc(-c3ccc([N+](=O)[O-])cc3)cs2)o1	6	94	2	-2	-11	-6	-5	1.8	16	97
CCOc1cccc(-c2nnc(SCC(=O)Nc3ccc(OC)c(OC)c3)n2N)c1	9	100	2	11	-37	-3	-3	-0.8	-8	102
Cc1cc(/N=C/N(C)C)on1	10	88	-1	-10	-37	-1	-15	-1.1	1	86
CN(C)C(/C=C/Nc1ccc(F)cc1F)=C(C#N)C#N	4	96	0	4	-45	-1	-2	0.8	/	105
COCCOC(=O)C1=C(C)N=c2s/c(=C\c3cccs3)c(=O)n2C1c1cccs1 (centres undefined)	16	84	-2	3	-65	/	13	0.5	-9	84
CNC(=O)c1cc2cc(OC)ccc2n1CCN(Cc1ccccc1)Cc1ccccc1	6	66	-1	-4	-4	/	-3	-0.4	-3	83
O=c1c(-c2ccc(O)cc2)coc2cc(OC3OC(CO)C(O)C(O)C3O)ccc12 (centres undefined)	9	93	0	0	-28	/	4	-3.8	16	88
Cc1cc(C)cc(NC(=O)CN2CCC(NC(=O)Cc3ccccc3)CC2)c1	3	92	7	-6	-5	2	27*	-3.9	-17	92
CCc1ccc(NC(=O)N(CCN2CCOCC2)C2CCN(C(C)=O)CC2)cc1	3	86	-1	0	3	-2	-11	-0.3	27	90
Cc1c(C(=O)N2CCN(c3ccccn3)CC2)sc2ncnc(N3CCOCC3)c12	14	102	3	-5	-62	-1	-6	-1.4	11	97
CCOC(=O)c1ccc(NC(=S)Nc2ccccn2)cc1	19	95	4	-6	-25	0	-6	-1.1	-8	109
Cc1cccn2c(=O)c(C=Nc3ccccc3)c(NCc3ccco3)nc12	14	78	4	-2	-22	0	-17	-4.5	23	80
CC(C)COC(=O)c1cc(=O)[nH]c2ccccc12	8	111	2	-8	13	-1	-15	-2.9	/	89
CC(=O)Nc1ccc(S(=O)(=O)N2CCSC2C(=O)O)cc1 (centres undefined)	6	100	1	0	-31	3	-8	-0.7	8	93
CC1=Nn2c(nnc2-c2ccco2)SC1	6	88	1	-10	-10	0	-6	-2.5	/	90
O=C(COc1ccc(-c2nnco2)cc1)N1CCN(S(=O)(=O)c2ccc3ccccc3c2)CC1	13	79	0	-9	-65	3	3	0.2	/	78
COc1nc(C)ccc1-c1noc(-c2ccco2)n1	5	99	1	-7	-25	-2	-27	-2.0	11	92
CC(c1ccccc1F)n1cc(C(=O)NCCc2ccco2)nn1 (centres undefined)	4	83	5	11	-22	-1	-8	-3.9	/	87
CCOC(=O)c1csc(NC(=O)CSc2nnnn2-c2ccc(OC)cc2)n1	5	78	12	5	-14	2	-14	-2.8	/	79
COc1ccc(C(=O)c2ccc(N(C)C)cc2)c(OC)c1	1	9	4	0	-35	/	-7	-2.4	/	9
CCOC(=O)C1CCCN(c2c(N3CCN(C4CCCCC4)CC3)c(=O)c2=O)C1 (centres undefined)	18	83	3	9	8	0	-4	-1.9	-2	85
COc1ccc(N2CCN(c3cc(=O)n(Cc4ccc(F)cc4)c(=O)[nH]3)CC2)cc1	10	77	2	-1	-44	1	-8	-0.7	39	74
COC(=O)c1[nH]c2c(c1C)C(=O)CC(c1cccs1)C2 (centres undefined)	11	10	2	4	-38	2	-22	-1.5	-3	14
CCCS(=O)(=O)N1CCC(C(=O)NCc2ccccc2Cl)CC1	13	90	6	4	-6	0	1	-3.4	/	100
Cn1cccc1Cc1nnc(SCC(=O)NCC2CCCO2)n1-c1ccc(F)cc1 (centres undefined)	13	93	0	0	-22	0	-3	-2.0	-48	104
C/C(=N\NC(=O)CSCc1ccc(Cl)cc1)c1ccc(NC(=O)c2ccccc2)cc1	17	94	4	-7	-39	-1	2	-3.1	9	98
Cc1ccc(NC(=O)CSc2n[nH]c(C)c2[N+](=O)[O-])cc1C	8	94	-2	-5	-34	0	5	1.5	/	94
O=C(c1cccc(Br)c1)N1CCN(C(=O)N2CCCCC2)CC1	6	103	3	-8	-22	0	-17	-0.3	2	89
O=C(NCc1ccccn1)C1CCN(S(=O)(=O)N2CCC3(CC2)OCCO3)CC1	4	91	-1	6	-23	-4	5	-0.2	-12	103
C=CCN1C(=O)S/C(=C/c2ccsc2)C1=O	17	88	2	4	-7	/	/	3.9	-21	86
CN(C)c1ccc(C2OC(=O)C(C)(C)C(=O)C2(C)C)cc1 (centres undefined)	13	95	0	4	-29	2	2	-1.1	2	98
O=C(NCCCN1CCN(c2ccccc2F)CC1)C1CCN(S(=O)(=O)c2cccs2)CC1	7	77	1	1	-8	-1	-19	-2.4	8	71
CSCCC(NC(=O)C12CC3CC(CC(C3)C1)C2)C(=O)OCC(=O)c1ccc(Cl)cc1 (centres undefined)	4	87	8	3	-28	0	1	-2.7	-20	97
N#Cc1c(C(F)(F)F)cc(-c2ccccc2)nc1SCCN1CCOCC1	19	68	10	-4	-40	/	-18	-4.6	0	61
C=CC[n+]1c(-c2ccc(C)cc2)csc1NNC(=O)Nc1ccccc1	23	15	-1	11	-68	/	-29	-2.4	7	26
NC(=O)CSC1=Nc2ccccc2C2=NC(CCC(=O)NCc3ccc(F)cc3)C(=O)N12 (centres undefined)	9	88	-1	-3	4	2	-13	-1.3	6	97
COCCNC(=S)N/N=C(\C)c1ccc(OC)cc1	26	92	0	5	-25	-2	-1	-2.0	11	96
COc1ccc(/C=N/Nc2cc(=O)n(C)c(=O)n2C)cc1OC	6	96	3	-7	-4	-12	-4	-1.9	/	103
COc1ccc(C(=O)Nn2cnc3ccccc3c2=O)c(OC)c1	14	102	-1	-4	1	/	-20	-2.8	/	103
CCn1c2ccccc2c2nnc(SCC(=O)OCN3C(=O)c4ccccc4C3=O)nc21	5	102	0	7	-37	0	-10	-1.7	-17	103
C=C(C)CSc1nnc(-c2cccc(Cl)c2)n1N	5	89	4	11	-39	1	-10	-0.6	/	101
CCOc1cnn(Cc2ccccc2)c(=O)c1SCc1ccccc1	3	86	7	-8	-33	-7	5	2.0	19	87
COc1ccc(N(C(=O)CCl)C(C(=O)NCCc2ccccc2)c2cccs2)cc1 (centres undefined)	0	1.6*	2	17	-26	3	11	-5.0	22	0.7*
COc1ccc(N(C(=O)Cn2nnc3ccccc32)C(C(=O)NCc2ccco2)c2cccnc2)cc1 (centres undefined)	12	102	1	-10	-25	0	-23	-1.1	-13	113
CCCS(=O)(=O)N1CCN(CC2CC3C=CC2C3)CC1 (centres undefined)	8	76	1	3	0	-3	-7	-1.0	-4	84
O=C(Nc1ccc(N2CCCC2)c(Cl)c1)c1ccco1	8	89	0	6	-52	0	/	4.9*	-31	96
(next part)
SMILES	Measles CPE	HCT116 bCat-KO	NPY Y2 blocker	GALR2 blocker	BB579 growth dn	Phagocytosis inh	Yeast lifespan up	MRP-1 activ	E-sel TNF inh	HCT116 PTEN-null
CNC(=O)CN(c1ccc(C(C)C)cc1)S(C)(=O)=O	5	84	3	-16	7	-2	-17	-1.9	11	103
CCn1c(=O)c(C)nn2c3ccccc3nc12	25	106	1	8	9	0	-15	1.7	-26	86
CSc1ncccc1C(=O)OCC(=O)c1cc2ccccc2o1	1	100	6	-7	-7	/	-27	-2.2	-38	96
COc1ccc2nc(SCC(=O)NC(C)(C)C)[nH]c2c1	5	94	2	4	-32	0	0	-0.8	/	89
C=CCN1C(=Nc2cccnc2)SCC1(O)c1ccc(C)cc1 (centres undefined)	5	20	21*	7	-36	0	-7	-4.2	15	27
Cc1nn(-c2ccccc2)c2sc(C(=O)NCCN3CCOCC3)cc12	12	76	0	0	-23	1	-25	-4.7	31	76
CCSc1ccccc1C(=O)NCc1ccc2c(c1)OCO2	13	96	0	10	-22	1	-10	-0.8	/	105
Cc1ccc(NC(=O)c2sc(Cl)nc2-c2ccccc2)cc1C	6	66	4	7	-47	/	-11	-0.5	-3	71
Cc1ccc2nc(NC(=O)CN(C)S(=O)(=O)c3ccc(Br)s3)sc2c1	3	22	2	-9	-35	-1	-2	-0.2	-1	21
CCn1c(=NC(=O)CN2C(=O)CCC2=O)sc2c(OC)ccc(OC)c21	15	98	1	-6	-50	0	-6	-0.5	5	98
O=[N+]([O-])c1ccc2nnn(O)c2c1	5	88	2	11	-51	-2	2	-1.6	-12	86
